# Screening results deposited in PubChem BioAssay by several laboratories.
# PME-1 primary: blocks human protein phosphatase methylesterase 1 | AID 2130 | 0.53% of 320,000 active | recombinant PME-1, FP-Rh probe fluorescence polarization | Q9Y570 | inhibition, % at 5.9 µM;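 active = inhibition above the campaign mean of all compounds plus 3 SD, cut at about 26% in these data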;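 also: competitive labeling of PME-1 active site by serine hydrolase directed probe; 0% = PME-1 with DMSO and 100% = wells lacking PME-1 enzyme; inhibitors block probe labeling so polarization falls and inhibition rises; many of its hits are not listed in these tables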
# PAD4 inh: PAD4 (human) enzyme inhibition; Q9UM07; recombinant PAD4, RCA probe fluorescence polarization; inhibition, % at 6.36 µM; 0.41% of 330,000 active;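 active = percent inhibition above a cutoff equal to the mean of all tested compounds plus 3 SD, cut at about 15% in these data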;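 also: 0% = PAD4 with RCA probe and DMSO and 100% = probe without PAD4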
# MCL1-BIM inh: disrupts human MCL1 binding to BIM-BH3 peptide; AID 2057; Q07820; 0.68% of 320,000 active; GST-MCL1 / FITC-Bim-BH3 fluorescence polarization; inhibition, % at 10.9 µM;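 active = inhibition above the mean inhibition of all tested compounds plus 3 SD, set per campaign, cut at about 40% in these data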;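 also: 0% = DMSO wells and 100% = unlabeled Bim-BH3 peptide control; higher means more loss of mP so more displacement of Bim peptide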
# MEX-5 binding: C. elegans MEX-5 TCR-2 RNA binding activity; MEX-5/FITC-TCR2 RNA binding, fluorescence polarization; hits give low values; activity score (negative = inhibition of binding), % at 10 µM; 0.38% of 300,000 active; AID 1832;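 active = inhibition past about -25% in most replicates, and total fluorescence under double the plate's negative control median, limit read from the data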;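 also: 0% = DMSO and -100% = 5 µM competing unlabeled TCR2 RNA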
# Target sequence (Q9XUB2 whole entry, looked up): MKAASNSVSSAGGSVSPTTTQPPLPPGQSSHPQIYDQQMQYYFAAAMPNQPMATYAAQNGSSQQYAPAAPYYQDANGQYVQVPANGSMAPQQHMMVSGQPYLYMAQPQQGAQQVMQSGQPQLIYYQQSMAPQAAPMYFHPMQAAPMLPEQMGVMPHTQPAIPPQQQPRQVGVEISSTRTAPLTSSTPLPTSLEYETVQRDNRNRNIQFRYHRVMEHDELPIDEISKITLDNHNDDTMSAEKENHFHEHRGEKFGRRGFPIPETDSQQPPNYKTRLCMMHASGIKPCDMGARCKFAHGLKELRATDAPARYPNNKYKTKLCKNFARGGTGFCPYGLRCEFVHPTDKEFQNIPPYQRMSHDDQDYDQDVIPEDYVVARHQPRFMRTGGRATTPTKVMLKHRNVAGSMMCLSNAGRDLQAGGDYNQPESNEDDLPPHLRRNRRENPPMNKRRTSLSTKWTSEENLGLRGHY
# Fam108B inh: blocks mouse Fam108B hydrolase in RBBP9 counter-screen; 0.33% of 300,000 active; inhibition, % at 9.51 µM; recombinant Fam108B, FP-Rh probe fluorescence polarization; AID 1947;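 active = inhibition above the screen mean inhibition plus 3 SD, computed separately per campaign, cut at about 18% in these data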;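 also: inhibitors lower polarization as less probe binds the enzyme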
# GSTO1 counter: GSTO1 inhibition, counter-screen for RBBP9 inhibitors; P78417; recombinant GSTO1, activity-based probe fluorescence polarization; inhibition, % at 5.96 µM; 1.1% of 300,000 active;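 active = inhibition above the campaign mean inhibition plus 3 SD, cut at about 35% in these data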;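 also: 0% = GSTO1-1 with DMSO and 100% = wells lacking GSTO1-1 enzyme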
# Bcl-xL primary: inhibitors of human Bcl-xL; Q07817; GST-Bcl-xL / FITC-Bim BH3 peptide fluorescence polarization; inhibition, % at 10.9 µM; 0.7% of 320,000 active; AID 2129;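 active = inhibition above the mean of all tested compounds plus 3 SD, cutoff set per campaign, cut at about 30% in these data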;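 also: 0% = DMSO wells and 100% = unlabeled Bim-BH3 peptide competitor; inhibitors lower millipolarization by displacing the labeled peptide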
# GLD-1 RNA inh: GLD-1-TGE RNA interaction inhibition (C. elegans); Q17339; purified GLD-1 + fluorescein TGE RNA, fluorescence polarization; inhibition, % at 5.96 µM; 0.44% of 320,000 active; AID 2280;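 active = percent inhibition above a per-plate cutoff, the plate mean of test compounds plus 3 SD, cut at about 30% in these data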;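 also: 0% = DMSO wells with GLD-1 and probe and 100% = wells lacking GLD-1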
# Target sequence (Q17339 whole entry, looked up): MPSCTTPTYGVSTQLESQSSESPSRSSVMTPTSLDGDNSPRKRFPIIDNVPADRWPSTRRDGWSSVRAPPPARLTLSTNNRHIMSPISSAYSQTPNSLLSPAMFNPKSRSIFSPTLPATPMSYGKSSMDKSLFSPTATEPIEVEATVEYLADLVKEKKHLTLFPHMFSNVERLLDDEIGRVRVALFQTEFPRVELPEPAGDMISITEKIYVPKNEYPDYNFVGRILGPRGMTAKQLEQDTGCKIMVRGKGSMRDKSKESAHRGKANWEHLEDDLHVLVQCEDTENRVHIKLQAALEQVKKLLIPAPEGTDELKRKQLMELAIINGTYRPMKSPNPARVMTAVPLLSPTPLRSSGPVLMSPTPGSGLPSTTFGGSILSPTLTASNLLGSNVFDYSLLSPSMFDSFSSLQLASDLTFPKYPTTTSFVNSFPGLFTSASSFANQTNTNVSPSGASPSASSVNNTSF
# TPT1 inhibitor: C. albicans TPT1 enzyme inhibition; recombinant caTPT1, FP RNA substrate dephosphorylation; 0.81% of 300,000 active; inhibition, % at 5 µM; AID 1962;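 active = inhibition above the mean of all tested compounds plus 3 SD, set per screening campaign, cut at about 24% in these data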;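 also: plate controls were DMSO alone for no effect and ferristatin control at 100 nM for full effect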
# * hit, by the source's call; · = no result given.
SMILES,PME-1 primary,PAD4 inh,MCL1-BIM inh,MEX-5 binding,Fam108B inh,GSTO1 counter,Bcl-xL primary,GLD-1 RNA inh,TPT1 inhibitor
CCOC(=O)N1CCN(S(=O)(=O)c2cc(OCC(=O)NC3CCCCC3)c(C)cc2Cl)CC1,7,3,-6,-1.0,0,-4,-4,5,0
COC(=O)C1CCN(C(=O)c2ccc(Cl)c(S(=O)(=O)NCc3cccnc3)c2)CC1,-1,-2,4,-2.3,2,2,2,-2,0
O=C(O)CNC(=O)/C=C/c1c(Cl)cccc1Cl,-5,1,-1,3.0,-3,2,-1,-4,0
CCN1C(=O)/C(=C2/C=Cc3ccccc3N2CC)SC1=S,6,-2,-18,-1.3,2,4,-8,-5,4
CCCOc1ccc(C2c3c(oc4cc(C)c(C)cc4c3=O)C(=O)N2CCCN(C)C)cc1OCC (configuration not stated),1,3,2,0.2,2,3,-2,5,2
CC(C)(Oc1ccc(Cl)cc1)C(=O)NCC1CCCO1 (configuration not stated),-1,-3,2,1.5,-2,3,2,-7,0
CCC(C(=O)Nc1cc(C(=O)O)ccc1C)c1ccccc1 (configuration not stated),2,-2,-6,-1.1,-6,-2,4,3,0
O=C(COc1ccc(Cl)cc1)Nc1ccccc1C(=O)NCc1ccco1,-16,-7,8,-0.3,-5,2,3,5,-5
Cc1cc(C)cc(NC(=O)Cn2nnc(C(=O)NCc3ccc(F)cc3)c2N)c1,-49,-14,-8,-0.7,-29,-8,-12,-10,-1
CCN(CC)c1nc2c(c(=O)[nH]c(=O)n2C)n1CCCc1ccccc1,4,-5,6,1.2,1,1,0,13,0
COc1cc(OC)c(NC(=O)C(=O)CC(=O)c2ccc(C)cc2C)cc1Cl,1,-3,1,1.0,-1,13,2,4,-1
Cc1nn(-c2ccccc2)nc1C(=O)NNC(=O)c1cccc2ccccc12,0,-3,12,-0.2,1,1,4,5,0
CCn1cc(C(=O)O)c(=O)c2cnc(N3CCN(C(=S)NC(=O)c4ccc(F)c(F)c4)CC3)nc21,1,-2,16,-2.0,1,-4,-8,9,0
COc1ccc(Cl)cc1NC(=O)CN1CCC(n2nnc3cc(C)ccc32)CC1,-2,4,1,0.2,0,-2,1,-4,-4
Cc1ccc(NC(=O)C2CCN(S(C)(=O)=O)CC2)cc1,-2,-3,0,-0.4,-3,-7,5,4,-4
CC(C)C(C(=O)Nc1ccc2c(c1)OCO2)N1C(=O)c2ccccc2C1=O (configuration not stated),0,-2,9,-0.4,3,-3,4,3,1
C=CCn1c(SCC(=O)Nc2nc(C)cs2)nnc1C(CO)NC(=O)c1ccccc1 (configuration not stated),-2,0,-8,-1.6,-4,-31,-4,8,3
CCn1c(SCc2ccccc2)nc2ccccc2c1=O,-2,-2,2,-1.7,-1,-2,-1,0,-4
CCOC(=O)N1CCC(NS(=O)(=O)c2ccccc2)CC1,2,4,0,-4.1,1,8,5,1,-5
O=C(O)CCC(=O)N1CCc2cc(S(=O)(=O)NCc3ccc(Cl)cc3)ccc21,1,-2,-4,-1.6,-1,7,0,4,5
Cc1cc(C)n(-c2nnc(C)c(=O)[nH]2)n1,-4,3,6,0.8,2,0,6,3,-3
CCn1c(NCc2ccc3c(c2)OCO3)nc2ccccc21,-2,2,4,-1.2,-6,4,7,5,-4
O=C(NCc1ccncc1)c1nc(-c2cccs2)no1,8,0,-3,3.3,-2,-2,-4,-5,4
O=C(N/N=C/C=C/c1ccccc1)c1cnccn1,1,0,-3,-5.9,3,6,-3,-5,-4
Cc1ccc(CSc2nnc(-c3cccc(S(=O)(=O)N4CCOCC4)c3)n2C2CCCC2)cc1,-11,3,-4,-4.1,5,-3,0,1,0

# 3 of the entries above in order of their number in MEX-5 binding, largest number first.
Molecule,MEX-5 binding
COc1ccc(Cl)cc1NC(=O)CN1CCC(n2nnc3cc(C)ccc32)CC1,0.2
O=C(O)CCC(=O)N1CCc2cc(S(=O)(=O)NCc3ccc(Cl)cc3)ccc21,-1.6
CCn1c(SCc2ccccc2)nc2ccccc2c1=O,-1.7

# Other records.
SMILES,PME-1 primary,PAD4 inh,MCL1-BIM inh,MEX-5 binding,Fam108B inh,GSTO1 counter,Bcl-xL primary,GLD-1 RNA inh,TPT1 inhibitor
COc1nc2ccc(C)cc2cc1-c1noc(-c2cccnc2)n1,-10,-1,3,-3.9,5,-4,3,6,4
COc1ccc(N=Cc2cc(Cl)ccc2O)cc1Cl,-2,-6,10,-0.6,-5,0,7,5,-2
Cc1ccc(S(=O)(=O)N(C)c2ccc(NS(C)(=O)=O)cc2)cc1,-2,-3,7,2.1,2,5,5,0,5
CCN(CC)c1nc(N2CCN(CCO)CC2)nc2ccccc12,-5,-1,13,-1.4,1,6,2,7,0
COC(CNC(=O)C1CCN(S(=O)(=O)c2ccc3nc4c(c(C(=O)O)c3c2)CC(C)CC4)CC1)OC (configuration not stated),-7,2,33,-4.5,2,-1,31*,5,-2
O=[N+]([O-])c1cccnc1SCc1c(F)cccc1Cl,0,-1,-5,-1.3,5,3,1,1,3
Cc1ccc(OCCOc2cccc(Br)c2)c([N+](=O)[O-])n1,-5,-1,-4,1.1,1,-5,-2,5,-5
COc1ccc(OC)c(/C=C/C(=O)c2ccc3c(c2)OCO3)c1,-1,0,0,·,·,·,0,-3,·
O=C(Nc1ncccc1O)c1cccc(S(=O)(=O)N2CCCc3ccccc32)c1,-2,5,6,2.9,-1,6,7,6,0
Cn1c(=O)c2c(SCC(=O)c3ccccc3)nc(C3CC3)nc2n(C)c1=O,-2,-1,5,0.1,-1,-7,4,3,-2
Cc1ccc(CNC(=O)Cc2ccc(-c3ccccc3)cc2)cc1,1,-5,-1,3.0,1,-3,2,4,2
CC(C)c1ccc(C(=O)Nc2nnc(S(=O)(=O)N3CCOCC3)s2)cc1,3,1,3,-0.7,3,-32,5,-3,-4
CCCc1nnc(SCC(=O)N2C(C)CCCC2C)n1CCCOC (configuration not stated),1,-2,-4,0.2,3,-3,2,4,-4
COc1ccc(C2CC(c3ccccc3)=NN2C(=O)COC(=O)c2cccnc2Cl)cc1 (configuration not stated),-5,-1,-6,0.3,-3,-12,5,11,0
O=C(Nc1ccccc1C(=O)NC(Cc1c[nH]c2ccccc12)C(=O)O)c1ccco1 (configuration not stated),6,1,-1,0.5,6,1,6,-1,-7
Cc1ccc(Sc2ccc(N)cn2)cc1,5,1,-2,·,-2,8,0,-2,1
CCOc1ccc(NC(=O)CN(C)C(=O)COc2cccc(CC)c2)cc1OCC,1,2,4,-4.0,4,7,5,10,0
CN(Cc1ccccc1)C(=O)COC(=O)CCNC(=O)c1ccccc1Cl,3,-5,3,-0.7,4,-7,4,-4,4
Cn1cc(/C=C(\C#N)C(=O)Nc2ccccc2O)c2ccccc21,19,-7,-33,6.6,7,-23,-14,-8,14
Cc1nnc(C)c2c(C)n(C(C)c3ccccc3)c(C)c12 (configuration not stated),-2,-2,2,0.6,2,12,4,-1,9
O=C(CSc1ccc(-c2ccccn2)nn1)N1CCCC1,-7,4,-1,-1.5,-4,2,4,3,1
CC(=O)N1CCc2[nH]c3ccc(C)cc3c2C1,4,7,18,-12,11,54*,16,18,-4
CS(=O)(=O)N(CC(=O)N1CCCCC1)c1ccc2c(c1)OCO2,2,0,7,-0.3,6,5,4,2,-1
Cc1nc2ccc(NS(=O)(=O)c3ccc(F)cc3F)cc2s1,-32,12,-5,·,·,·,0,-14,·
O=C(O)CSc1ncnc2sc3c(c12)CCCC3,2,0,4,0.9,-4,1,2,9,5
SMILES,PME-1 primary,PAD4 inh,MCL1-BIM inh,MEX-5 binding,Fam108B inh,GSTO1 counter,Bcl-xL primary,GLD-1 RNA inh,TPT1 inhibitor
Cc1ccc(S(=O)(=O)N2CCN(C(=O)C3CCCCC3)CC2)cc1,4,1,5,2.0,3,5,5,2,-2
O=C(c1nc2ccc(Cl)cn2c1CN1CCC(O)CC1)N1CCc2ccccc2C1,-3,0,7,1.8,1,6,9,10,-2
COc1ccc(NC(=O)CSCC(=O)N(C)Cc2cccc(OC)c2OC)cc1,-5,-1,-6,3.2,2,0,-3,7,-1
COc1cccc(-c2ccc(C#N)c(=O)[nH]2)c1,9,1,3,-8.0,3,5,-2,4,-2
COC(=O)CSc1nnc(CNC(=O)c2ccccc2F)n1-c1ccc(F)cc1,-2,-2,4,·,0,7,4,1,-2
C=CCN(c1ccccc1)S(=O)(=O)c1ccc(Cl)c(C(=O)OCC(=O)c2[nH]c(C)c(C(C)=O)c2C)c1,12,-2,-3,0.0,-8,0,-1,-3,2
Cc1ccc(C(=O)c2ccc(O)cc2)cc1C,-2,-1,-6,·,-1,1,5,8,-2
CSCC[C@H](NC(=O)NCc1ccc(F)cc1)C(=O)O,-4,2,1,-0.4,0,-4,-1,7,-2
CCOC(=O)c1c(NC(=O)COC(=O)c2ccccn2)sc(C)c1C,-5,-4,-3,·,·,·,0,-1,·
COc1ccc(C(=O)N/C(=C\c2cn(S(=O)(=O)N(C)C)c3ccccc23)C(=O)NCCCn2ccnc2)cc1,7,0,9,15,2,-8,8,-3,-1
Cc1ccc(S(=O)(=O)N2CCN(c3nc(C(C)C)c4c(c3C#N)CC(C)(C)OC4)CC2)cc1,6,0,10,-0.2,0,2,9,-3,-2
CC(=O)Nc1ccc(N/C(C)=C/C(=O)c2cccnc2)cc1,1,22*,5,-3.6,-7,0,4,-2,-3
Cc1ccc(C(=O)OCC(=O)NCCC2=CCCCC2)s1,4,-7,16,-0.2,-2,1,2,2,3
CCCCC(=O)NCc1ccccc1Cl,-1,0,-3,-0.7,4,7,-2,6,4
Cc1cccc(-[n+]2c(-c3cccc(Br)c3)[nH]c3nc4ccccc4nc32)c1,-4,-4,-5,1.8,-3,4,-1,-3,3
CC(C)(C)c1ccc(C(=O)NCCC(=O)NCc2ccco2)cc1,1,-2,6,-3.7,0,-4,2,2,1
NC1=NC(=O)C(Cc2cccc(Cl)c2)S1 (configuration not stated),-1,-3,-9,2.1,2,3,4,3,-2
COc1ccc(CNC(=O)C2(CC3CC(c4ccccc4)=NO3)CCN(C(=O)c3cccc(O)c3)CC2)cc1 (configuration not stated),-7,2,3,0.0,-4,-3,5,0,-2
COc1ncnc(OC)c1S(=O)(=O)Nc1ccc(C(F)(F)F)cc1,-3,-3,0,-1.5,1,9,1,-4,2
CCC(C)n1c(S(=O)(=O)O)nc2ccccc21 (configuration not stated),-3,2,-2,-0.4,1,5,1,1,-4
c1ccc(Cn2c(-c3ccco3)nc3nc4ccccc4nc32)cc1,-11,-4,-2,1.8,-2,-7,0,0,11
Cc1cc(C)c(NC(=O)CCCC(=O)O)c(Cl)c1,-2,0,9,-0.4,0,11,3,0,-1
COc1cc(/C=N/Nc2ccccn2)ccc1O,-6,4,1,-1.7,0,9,-1,7,2
COc1ccc(N(CC2CO2)S(=O)(=O)c2ccccc2)cc1 (configuration not stated),0,5,14,0.0,0,70*,21,-2,-3
O=C(Nc1ncccc1O)c1ccc2ccccc2c1,2,-5,6,-1.0,1,5,3,4,1
CN(C)CCNC(=O)c1nn(C)c2c1CCc1ccccc1-2,1,-2,0,-1.2,-2,4,6,-1,2
Cc1[nH]c2ccccc2c1SCC(=O)Nc1nccs1,4,-7,1,-2.4,2,8,5,3,-1
CCOc1ccc(Nc2nc(N)c([N+](=O)[O-])c(NCc3ccccc3)n2)cc1,11,-2,-5,0.8,-3,-1,0,-1,-1
CC(C)Oc1ccc(C(=O)/C(=C\c2cccs2)c2nc3ccccc3o2)cc1,-8,-1,3,-1.2,-4,4,2,10,0

# Some of the compounds tested; rates above refer to the full screens.
